KLK5 inh: kallikrein 5 (human) inhibition; Q9Y337; inhibition, % at 5 µM; AID 873; 0.59% of 210,000 active; recombinant hK5, fluorogenic AMC substrate cleavage;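 active = inhibition of 40% or more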;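 note: 0% = enzyme controls without compound and 100% = no-enzyme blanks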
EBV gp42 block: EBV gp42 inhibition. Fluorescence polarization binding assay, mP read-out. inhibition, % (tested at 21.74 µM). 0.42% of 220,000 active. Q1HVG2; in the data active = inhibition above about 50%
p47phox inh: p47phox (human) inhibition | 0.53% of 220,000 active | p47phox/p22phox peptide binding, fluorescence polarization, 2 h | inhibition, % at 24.7 µM;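 note: 0% = p47phox with labelled peptide and 100% = labelled peptide alone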
14-3-3 Bad inh: disrupts binding of bovine 14-3-3 zeta to phospho-Bad peptide | TR-FRET 14-3-3zeta/Dy647-pBad peptide displacement, 1 h | inhibition, % at 21.7 µM | 0.71% of 220,000 active | AID 781;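 active = inhibition above about 70%, limit read from the data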;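 note: 0% = full 14-3-3 plus peptide FRET controls and 100% = background without 14-3-3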
eIF4E 4G PPI: inhibitors of eIF4E and eIF4G interaction in translation initiation; P63073+Q04637; TR-FRET eIF4E-eIF4GI(517-606) binding, 2 h; inhibition, % at 21.7 µM; 0.37% of 220,000 active;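 note: 0% = full FRET control wells and 100% = background wells lacking eIF4GI fragment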
Target sequence (P63073 whole entry, looked up, the tested form may be a part): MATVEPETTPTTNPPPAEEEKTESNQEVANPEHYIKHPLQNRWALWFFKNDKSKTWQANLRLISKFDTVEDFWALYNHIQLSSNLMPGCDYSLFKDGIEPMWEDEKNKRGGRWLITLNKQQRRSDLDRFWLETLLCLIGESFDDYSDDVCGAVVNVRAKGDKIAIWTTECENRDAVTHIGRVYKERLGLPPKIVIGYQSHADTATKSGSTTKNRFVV
Target sequence (Q04637 whole entry, looked up, the tested form may be a part): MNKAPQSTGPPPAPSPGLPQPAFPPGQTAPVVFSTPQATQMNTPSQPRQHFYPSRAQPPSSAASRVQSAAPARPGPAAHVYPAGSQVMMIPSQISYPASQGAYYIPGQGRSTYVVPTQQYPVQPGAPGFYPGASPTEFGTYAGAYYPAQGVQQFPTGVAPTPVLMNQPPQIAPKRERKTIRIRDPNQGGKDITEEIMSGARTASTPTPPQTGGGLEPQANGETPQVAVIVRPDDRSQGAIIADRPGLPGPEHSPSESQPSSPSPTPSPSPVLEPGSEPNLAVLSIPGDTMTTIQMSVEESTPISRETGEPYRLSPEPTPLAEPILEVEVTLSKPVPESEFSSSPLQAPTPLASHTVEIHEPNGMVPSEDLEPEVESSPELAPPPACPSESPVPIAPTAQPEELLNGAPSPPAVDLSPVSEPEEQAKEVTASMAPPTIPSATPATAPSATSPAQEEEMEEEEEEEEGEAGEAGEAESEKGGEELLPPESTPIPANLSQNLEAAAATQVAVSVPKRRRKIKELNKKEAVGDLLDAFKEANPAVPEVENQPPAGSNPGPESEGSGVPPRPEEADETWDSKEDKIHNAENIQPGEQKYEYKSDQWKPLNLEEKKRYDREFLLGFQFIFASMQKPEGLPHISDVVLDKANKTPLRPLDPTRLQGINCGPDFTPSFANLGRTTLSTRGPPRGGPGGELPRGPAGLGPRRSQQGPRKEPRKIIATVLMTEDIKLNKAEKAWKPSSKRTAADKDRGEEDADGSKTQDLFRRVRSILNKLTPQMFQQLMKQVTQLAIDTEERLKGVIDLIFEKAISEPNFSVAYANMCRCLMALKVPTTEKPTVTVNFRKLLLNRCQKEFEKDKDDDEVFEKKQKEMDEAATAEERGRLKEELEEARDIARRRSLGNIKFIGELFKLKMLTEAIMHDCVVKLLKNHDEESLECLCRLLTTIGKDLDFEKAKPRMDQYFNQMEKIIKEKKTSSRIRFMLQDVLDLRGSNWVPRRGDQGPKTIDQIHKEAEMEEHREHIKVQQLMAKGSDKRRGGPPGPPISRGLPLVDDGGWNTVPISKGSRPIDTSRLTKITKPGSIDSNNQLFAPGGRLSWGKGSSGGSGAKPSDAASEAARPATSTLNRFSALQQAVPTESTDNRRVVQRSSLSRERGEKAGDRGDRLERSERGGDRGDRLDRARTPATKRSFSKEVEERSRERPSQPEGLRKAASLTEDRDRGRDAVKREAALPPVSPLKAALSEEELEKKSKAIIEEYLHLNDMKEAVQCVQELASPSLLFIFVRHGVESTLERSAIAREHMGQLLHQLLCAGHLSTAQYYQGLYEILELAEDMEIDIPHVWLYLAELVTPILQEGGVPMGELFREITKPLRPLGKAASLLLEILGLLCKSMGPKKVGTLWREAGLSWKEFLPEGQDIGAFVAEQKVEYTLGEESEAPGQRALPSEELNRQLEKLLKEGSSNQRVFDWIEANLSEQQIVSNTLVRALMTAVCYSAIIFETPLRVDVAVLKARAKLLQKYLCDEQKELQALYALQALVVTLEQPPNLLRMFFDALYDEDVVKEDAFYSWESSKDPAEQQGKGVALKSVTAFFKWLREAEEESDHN
Thrombin inh: inhibitors of human thrombin; P00734; alpha-thrombin, Boc-VPR-AMC fluorogenic substrate cleavage; inhibition, % at 5 µM; 0.26% of 220,000 active; AID 1046;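 active = inhibition at or above 40%; inactive = inhibition below 40%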;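 note: 0% = enzyme with no compound and 100% = wells without enzyme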
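Assay system: human alpha-thrombin enzyme. Reagent: Boc-VPR-AMC substrate, 15 µM final. Compound dosing: one concentration per compound, 5 µM, with 0.2% DMSO. Incubation: room-temperature reaction. Technique: AMC fluorescence, 355/460 nm. Measure: % inhibition relative to enzyme controls and enzyme-free blanks.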
Rad51 HR inh: Rad51 (human) homologous recombination inhibition; Q06609; hRad51 DNA strand exchange, fluorescence dequenching; inhibition, % at 10 µM; 0.085% of 200,000 active; AID 1385;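 active = inhibition above 40% at the single screening dose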;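 note: 0% = DMSO control wells and 100% = blanks with heterologous ssDNA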
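Test system: preformed human Rad51 ssDNA filaments. Compound dosing: single dose, 10 µM final compound. Incubation: filaments 15 min 37 °C, then compound 30 min. Technique: FRET fluorescence dequenching, excitation 485 nm, emission 520 nm. Read-out basis: percent inhibition from fluorescence, normalised to plate control and blank means. Benchmarks: plate controls and plate blanks.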
Furin inh: inhibitors of human furin. P09958. purified furin, fluorogenic substrate cleavage. inhibition, % at 30 µM. 0.061% of 220,000 active; in the data active = inhibition above about 25%; note: inactives centre near -15
KCC2 mod: modulates chloride dependent transport by human KCC2; Q9H2X9; B-score of Tl+ flux slope (higher = more flux/activation; lower = inhibition) at 10 µM; 2.2% of 190,000 active; KCC2 cells, thallium flux FluoZin-2 fluorescence;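 active = thallium flux slope and its plate-corrected score both differing from the plate sample mean at a set confidence after two filtering rounds, in either direction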;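 note: slope of fluorescence scaled to starting intensity during 10 to 20 s after thallium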
Numbers without * were called inactive; · = not tested or not shown; [ ] = remark or other dose.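 Rule for the calls, unless noted: active = inhibition above about 30% (limit read from the data); inactive = the rest.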

SMILES | KLK5 inh | EBV gp42 block | p47phox inh | 14-3-3 Bad inh | eIF4E 4G PPI | Thrombin inh | Rad51 HR inh | Furin inh | KCC2 mod
Cc1cc(C)cc(NC(=S)NCc2ccncc2)c1 | -6.1 | -4.6 | -13.3 | -5.4 | -2.9 | 2.0 | 24.6 | -23.6 | -0.306
Cc1ccc2oc(=O)c3cnn(CC(=O)NCCc4ccsc4)c3c2c1 | -6.7 | -14.0 | -14.3 | 12.3 | 23.8 | -2.2 | 3.9 | -19.6 | -1.31
CCOc1ccc(NC(=S)NC(=O)/C=C/c2ccc(OC)cc2)c([N+](=O)[O-])c1 | -3.0 | 0.5 | 24.1 | 17.7[fluorescence artefact?] | 0.7 | -0.7 | 9.8 | -14.6 | 0.884
COC(=O)C1=C(C(=O)c2ccc(C)cc2)C(c2ccccc2)n2nnnc2N1 (stereo unspecified) | 10.2 | 16.1 | -6.8 | 11.4 | 7.6 | -6.4 | · | -9.5[20 µM] | -0.0526
COc1ccc2cnn(-c3ccccc3)c(=O)c2c1OC | 8.4 | -14.2 | -16.9 | -3.5 | 5.0 | 3.5 | -8.0 | -7.1[20 µM] | -0.0353
C/C(CC(=O)Nc1ccccn1)=N\NC(=O)c1ccc2ccccc2c1 | -16.2 | -5.0 | 5.0 | 11.5 | -8.0 | -2.7 | -3.9 | -8.0 | -2.38
O=C(NNC(=O)c1ccccc1Cl)c1cc2cc(OC(F)(F)F)ccc2[nH]1 | 5.2 | -3.6 | -3.1 | 4.6 | 2.8 | -7.8 | 0.4 | -5.7 | -0.22
Cc1ccnc(NC(NC(=O)C(C)C)(C(F)(F)F)C(F)(F)F)c1 | -1.6 | 0.6 | -3.9 | -5.6[fluorescence artefact?] | 1.6[fluorescence artefact?] | -0.5 | · | 7.8 | 0.145
COc1cc2cc(Oc3ccc4ccc(=O)oc4c3)c(=O)oc2cc1OC(C)=O | 1.1 | -7.9 | -1.7 | 14.6 | 0.9 | 1.1 | -1.4 | -26.3 | -0.674
CCOC(=O)c1c(C)[nH]c(C(=O)OCC(=O)Nc2cc(C)c(Cl)cc2OC)c1C | 12.1 | -31.7 | -77.1 | 15.5 | -18.8 | -6.1 | -2.9 | -10.9[20 µM] | -0.0228
CCCCNC(=O)/C(C#N)=C/c1cccnc1 | -12.1 | -0.7 | -0.1 | 8.7 | -5.3 | -7.7 | -13.1 | -6.7 | 1.47
CCCC(=O)NC(=S)Nc1ccc(N2CCN(C(=O)c3cccs3)CC2)cc1 | -0.8 | -10.7 | -4.2 | -12.5 | -1.1 | 0.9 | 8.4 | -22.7 | -0.0211
O=C(/C=C/c1ccc(Br)cc1)NC(=S)NNC(=O)c1ccco1 | -97.0 | -26.7 | -10.0 | 7.3[fluorescence artefact?] | 3.9 | -2.8 | · | 10.7[20 µM] | 3.92*
COc1ccc(C(=O)NCc2ccc(S(N)(=O)=O)cc2)cc1[N+](=O)[O-] | 5.4 | 4.3 | 0.6 | -0.9 | 0.7 | -1.5 | -15.2 | -6.8 | -0.567
CCOC(=O)c1ccoc1CSCC(=O)N1CCN(S(=O)(=O)c2ccc(C)cc2)CC1 | -10.8 | -22.3 | -12.8 | -6.4 | -3.9 | 9.4 | -3.8 | -7.4 | -0.535
CCc1nc2ccccc2nc1N1CCN(S(=O)(=O)c2ccccc2)CC1 | -7.5 | -10.5 | -17.0 | 7.6 | 8.5 | -2.8 | -9.0 | -1.3 | -1.48
CCC(=O)c1cc(F)c(N2CCN(C(=O)c3ccco3)CC2)cc1C | -28.9 | -15.7 | 3.1 | 0.6 | 2.0 | -8.8 | -1.4 | -25.3 | -0.928
Cc1ccc(C(=O)n2nc(-c3cccnc3)nc2N)cc1 | 73.7* | -8.1 | -10.4 | 5.8 | 1.2 | 82.3* | -6.7 | -18.6[20 µM] | ·
O=C(Cn1cnc2cc([N+](=O)[O-])ccc2c1=O)Nc1ccc(Br)cc1 | 5.2 | -6.4 | -15.9 | 1.2 | -2.1 | 2.7 | -0.5 | -26.9 | 0.515
Cc1ccccc1Cn1ccc(NC(=O)c2cc3ncc(Br)cn3n2)n1 | -14.8 | 10.4 | -12.6 | 13.4 | 14.4 | -3.6 | 9.9 | -17.7 | -0.224

Quoted from the listing.
`CCCC(=O)NC(=S)Nc1ccc(N2CCN(C(=O)c3cccs3)CC2)cc1` | Rad51 HR inh = 8.4
`CCCCNC(=O)/C(C#N)=C/c1cccnc1` | 14-3-3 Bad inh = 8.7
`Cc1ccc2oc(=O)c3cnn(CC(=O)NCCc4ccsc4)c3c2c1` | Furin inh = -19.6
`COc1ccc(C(=O)NCc2ccc(S(N)(=O)=O)cc2)cc1[N+](=O)[O-]` | KCC2 mod = -0.567

More results follow:
SMILES | KLK5 inh | EBV gp42 block | p47phox inh | 14-3-3 Bad inh | eIF4E 4G PPI | Thrombin inh | Rad51 HR inh | Furin inh | KCC2 mod
CC1CN(C(=O)C2(C)CC2(Cl)Cl)CC(C)O1 (stereo unspecified) | -8.4 | -2.1 | 15.0 | -0.5[fluorescence artefact?] | -0.1[fluorescence artefact?] | -5.8 | · | -17.3 | 0.737
CN1C(=O)C(CC(=O)O)S/C1=N\N=C\c1ccc(O)cc1O (stereo unspecified) | 2.6 | -7.2 | -2.1 | -3.0 | 5.8 | -1.1 | 0.8 | 6.6 | -0.036
COc1ccc(C(=O)NCc2nnc(SCC(=O)N3CCc4ccccc43)o2)cc1OC | 14.2 | -7.8 | -7.7 | -4.3 | -1.9 | -3.0 | 2.1 | -11.6[20 µM] | 0.0431
CC(=O)Nc1ccc(NC(=O)C2CCCN2C(=O)Nc2ccccc2[N+](=O)[O-])cc1 (stereo unspecified) | 13.8 | -15.4 | 4.8 | -4.1 | -0.6 | -6.3 | -0.7 | -28.0 | ·
CC(C)(Cc1ccc(O)cc1)NC(=O)CC(=O)N=Nc1c(O)[nH]c2cc(Br)ccc12 | 4.4 | -7.5 | -5.8 | -15.9 | -0.6 | -7.5 | 0.7 | -1.2 | 0.381
Cc1ccc(C(=O)Nc2ccn(Cc3ccc(F)cc3)n2)o1 | -5.1 | -8.5 | -3.1 | 1.6 | 5.6 | -18.6 | -0.5 | -2.3 | -0.818
CNCc1ccccc1Sc1cc(O)ccc1O | -15.3 | -7.0 | 4.8 | 57.4 | 47.5*[fluorescence artefact?] | -7.4 | -3.5 | -15.8 | -2.03
CCC(=O)Oc1ccc(C2N(C(=O)CC)CCN2S(=O)(=O)c2ccc(C)cc2)cc1OC (stereo unspecified) | -0.8 | -2.6 | -5.5 | -9.8 | 1.2 | 1.6 | 1.8 | -19.0 | ·
COc1cc(NS(=O)(=O)c2ccc(N/C=C\C(=O)c3ccc(F)cc3)cc2)nc(OC)n1 | -16.3 | -5.0 | 5.5 | -20.4 | 0.4 | 2.0 | 5.7 | -6.8 | -1
Cn1c(=O)[nH]c(=O)c2c1nc(Br)n2CC(O)COCc1ccccc1 (stereo unspecified) | -11.6 | -9.2 | -10.3 | 5.2 | 1.3 | 5.8 | -4.9 | -19.5 | -0.704
COc1ccc(S(=O)(=O)N2CCC(C(=O)NCc3ccccn3)CC2)cc1OC | 7.8 | 3.0 | -14.5 | -6.1[fluorescence artefact?] | -1.2 | 1.3 | 0.1 | -12.4[20 µM] | 0.957
CC(=O)NC(=S)c1c(N)n(Cc2ccccc2)c(=O)n(C)c1=O | 7.7 | -31.5 | -90.7 | 6.0 | 2.5 | -4.3 | -27.5 | -4.4 | 3.9*
COc1cccc(C(=O)Nc2nc(-c3ccncc3)cs2)c1 | 1.8 | -7.2 | 2.3 | -22.3 | -1.1 | -10.7 | 1.6 | -17.2 | -0.489
CCC(C)Nc1nc(Cl)nc(NCCOc2ccccc2)n1 (stereo unspecified) | -9.7 | -0.9 | -1.5 | -12.9[fluorescence artefact?] | 9.5 | -7.2 | 19.9 | -14.0 | 1.32
CC1=C(C(=O)N2CCOCC2)C(c2c(C)cc(C)cc2C)NC(=S)N1 (stereo unspecified) | 2.1 | -10.6 | -5.6 | -6.5 | -1.9 | · | 0.9 | -36.4 | 0.353
COCCN(Cc1cc2cc(C)cc(C)c2nc1Cl)C(=O)Nc1ccccc1 | -32.9 | -11.3 | -11.8 | -3.4 | -2.6 | -2.9 | 6.9 | -10.9[20 µM] | ·
CN1C(=O)/C(=C/c2cccc(Cl)c2)Sc2ccc(C(=O)NCc3cccnc3)cc21 | -6.6 | 0.6 | -4.6 | -7.2 | -2.0 | 2.6 | -8.8 | -15.7 | -2.46
CC(=O)Nc1ccc2nc(NC(=O)COc3ccc(C)cc3)sc2c1 | -15.2 | 15.0 | -18.5 | 31.7 | 4.7 | 2.8 | 13.7 | -23.3 | -1.11
CCNC(=S)N1CCN(CC(=O)Nc2ccc(OC)cc2)CC1 | -1.9 | 0.8 | -5.2 | -5.7 | -1.6 | -1.5 | -3.8 | -19.7 | 0.182
Cc1cc(C)n(-c2nc3c(c(=O)n(C)c(=O)n3C)n2C)n1 | -24.3 | -27.0 | 2.5 | 31.0 | -7.1[fluorescence artefact?] | -0.1 | -3.7 | -21.4 | 1.05

Compound profiles, from the list above. Values in the order: KLK5 inh, EBV gp42 block, p47phox inh, 14-3-3 Bad inh, eIF4E 4G PPI, Thrombin inh, Rad51 HR inh, Furin inh, KCC2 mod
CC1=C(C(=O)N2CCOCC2)C(c2c(C)cc(C)cc2C)NC(=S)N1 (stereo unspecified) as listed: 2.1, -10.6, -5.6, -6.5, -1.9, ·, 0.9, -36.4, 0.353
CCC(C)Nc1nc(Cl)nc(NCCOc2ccccc2)n1 (stereo unspecified) as listed: -9.7, -0.9, -1.5, -12.9[fluorescence artefact?], 9.5, -7.2, 19.9, -14.0, 1.32

Later entries.
SMILES | KLK5 inh | EBV gp42 block | p47phox inh | 14-3-3 Bad inh | eIF4E 4G PPI | Thrombin inh | Rad51 HR inh | Furin inh | KCC2 mod
O=C(O)C1C(c2ccccc2)C(C(=O)Oc2ccccc2)C1c1ccccc1 (stereo unspecified) | -6.8 | -0.8 | -13.2 | -8.1[fluorescence artefact?] | -6.2[fluorescence artefact?] | -6.1 | 4.5 | -13.8[20 µM] | ·
COc1ccc(Cn2c(=O)[nH]c3cc(C(=O)N4CCN(c5ccccn5)CC4)ccc3c2=O)cc1 | 9.3 | -3.0 | -0.9 | 6.2 | -3.0 | 1.4 | · | -0.9 | -0.0747
Cc1oc(-c2ccccc2F)nc1CS(=O)(=O)CC(=O)N1CCc2ccccc21 | -1.7 | -12.1 | -12.1 | 4.0 | 1.1 | 3.6 | 0.5 | -12.8 | -0.616
CC(C)CCNC(=O)c1ccc(-c2ccccc2)cc1 | -4.1 | -5.8 | -5.8 | -14.4 | 2.4 | -4.0 | 19.1 | -14.9 | -0.928
CCCCOC(=O)Nc1nnc(/C=C/c2ccc(OC)cc2)s1 | -24.2 | -13.2 | -15.1 | -0.6 | 5.5 | -6.2 | 6.1 | -23.9 | -0.249
COc1cccc(OC)c1C(=O)NC(=S)Nc1ccc(N2CCOCC2)c(Cl)c1 | -2.0 | 6.8 | -5.0 | -8.6 | -2.5 | 0.2 | 6.0 | -19.5 | 0.184
Cn1c(=NC(=O)C2CC2)sc2cc(F)cc(F)c21 | -0.6 | -23.6 | -11.3 | 9.4 | 4.5 | 4.2 | 0.4 | -31.9 | ·
O=C(NCCc1ccccc1Cl)C1CCN(S(=O)(=O)c2cccs2)CC1 | -8.2 | 16.6 | -14.1 | · | · | -8.4 | -6.1 | -23.9[20 µM] | ·
Oc1c(I)cc(Cl)c2cccnc12 | -82.4 | -19.8 | 7.9 | 8.3 | -4.4 | 1.4 | · | -16.3 | 76.9*
Cc1c(-c2nn(C)c(=O)c3ccccc23)oc2ccc(F)cc2c1=O | -18.2 | -9.3 | -17.0 | -8.7[fluorescence artefact?] | -9.2 | -4.8 | -4.0 | 10.8 | 0.386
O=S(=O)(O/N=C1\CCCc2ccccc21)c1ccc(Cl)cc1 | -24.3 | -9.5 | 2.0 | 7.4 | 2.1 | -10.6 | 3.6 | -16.5[20 µM] | ·

High-throughput results from PubChem.
